TcdB GH inh – inhibitors of Clostridioides difficile toxin B glycohydrolase. actives 0.24% (n = 350,000). inhibition, % at 9.99 µM. P18177. AID 652162. TcdB glycohydrolase enzymatic assay, plate reader; in the data active means inhibition above about 10%
Yp Topo-I inh – inhibitors of Yersinia pestis topoisomerase I | Y. pestis Topo-I cleavage product accumulation, plate reader | activity, % at 10 µM | actives 0.064% (n = 360,000) | AID 504884; in the data active means activity above about 50%, passing the limit was not always enough; further: inactives centre near 2
Rv3671c inh – inhibitors of M. tuberculosis serine protease Rv3671c; P9WHR9; inhibition, % at 5.96 µM; AID 2606; actives 0.048% (n = 320,000); in the data active means inhibition above about 38%;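 further: extracellular domain of Rv3671c used as enzyme; 0% = enzyme with DMSO and 100% = no enzyme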
Target sequence (P9WHR9 whole entry, looked up, the tested form may be a part): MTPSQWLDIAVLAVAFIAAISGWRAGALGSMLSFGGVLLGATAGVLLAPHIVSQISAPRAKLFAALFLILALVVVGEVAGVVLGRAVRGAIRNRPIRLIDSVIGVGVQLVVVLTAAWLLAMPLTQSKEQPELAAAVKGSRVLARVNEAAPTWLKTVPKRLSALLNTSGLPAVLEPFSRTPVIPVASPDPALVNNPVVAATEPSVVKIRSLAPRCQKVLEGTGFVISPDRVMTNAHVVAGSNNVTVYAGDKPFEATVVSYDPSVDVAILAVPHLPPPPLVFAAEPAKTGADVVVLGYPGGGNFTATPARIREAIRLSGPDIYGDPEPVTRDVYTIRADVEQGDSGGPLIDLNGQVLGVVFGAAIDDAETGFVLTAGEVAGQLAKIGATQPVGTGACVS
SARS 3CLpro inh – SARS-CoV 3CLpro protease inhibition; recombinant SARS-CoV 3CLpro, quenched FRET peptide cleavage; inhibition, % at 6 µM; actives 0.14% (n = 290,000); AID 1706; in the data active means inhibition above about 12%
MazF activator – activators of E. coli MazEF toxin-antitoxin RNase. FAM/BHQ RNA-DNA oligo cleavage fluorescence, 5 h. activation, % at 20 µM. actives 0.32% (n = 350,000); in the data active means activation above about 50%
Target sequence (P0AE70 whole entry, looked up): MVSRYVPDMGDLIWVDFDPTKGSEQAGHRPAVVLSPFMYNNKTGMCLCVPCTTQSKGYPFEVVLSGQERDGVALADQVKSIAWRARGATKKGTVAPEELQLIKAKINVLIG
PriA SSB inh – K. pneumoniae PriA-SSBct interaction inhibition. AlphaScreen SSBct-PriA binding, biotinylated peptide. inhibition, % at 33 µM. actives 0.6% (n = 430,000); in the data active means inhibition mostly above about 37%, no sharp cut-off; inactive means mostly below about 20%;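 further: plate controls were negative control peptide for no effect and reference peptide for full effect; strong numbers were not always called active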
CCHF vOTU inh – blocks the CCHF virus ovarian tumor domain protease. CCHFV vOTU protease, Pep-AMC fluorescence. inhibition, % at 11.5 µM. actives 0.55% (n = 370,000). AID 651958; in the data active means inhibition above about 30%; further: 0% = vehicle wells with enzyme and 100% = no enzyme wells
Vc quorum ag – induces V. cholerae light production without autoinducers | AID 588436 | activation, % at 18.7 µM | actives 0.16% (n = 350,000) | V. cholerae BH1578 lux reporter, luminescence, 6 h; in the data active means activation mostly above about 9.7%, no sharp cut-off; further: not every result past the cut was called active; inactives centre near 0; reference of the scale not given here
PrPC TRFRET – cell surface PrPC inhibition, primary TR-FRET screen; TR-FRET read-out; inhibition, % at 13.8 µM; actives 0.43% (n = 370,000); AID 720596; in the data active means inhibition above about 24%; further: 0% = median of the test wells and 100% = reference compound wells
DUSP3 inh – blocks human VHR1 dual specificity phosphatase; P51452; recombinant VHR phosphatase, pNPP absorbance; inhibition, % at 13.3 µM; actives 0.52% (n = 290,000); in the data active means inhibition above about 50%; further: some compounds called inactive have numbers as strong as hits
Target sequence (P51452 whole entry, looked up): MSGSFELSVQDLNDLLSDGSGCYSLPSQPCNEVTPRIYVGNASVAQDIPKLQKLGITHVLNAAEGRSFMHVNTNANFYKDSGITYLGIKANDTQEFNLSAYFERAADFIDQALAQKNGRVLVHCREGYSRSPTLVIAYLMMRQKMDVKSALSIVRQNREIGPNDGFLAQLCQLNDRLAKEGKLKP
Starred values were filed as active, the others as inactive; i = inactive; nt = not tested or not shown; & = joins results of further samples.

SMILES	TcdB GH inh	Yp Topo-I inh	Rv3671c inh	SARS 3CLpro inh	MazF activator	PriA SSB inh	CCHF vOTU inh	Vc quorum ag	PrPC TRFRET	DUSP3 inh
CC(C)c1ccc(C(=O)CC2(O)C(=O)N(CN3CCOCC3)c3ccccc32)cc1 (configuration not stated)	nt	6	0	4	-2	-7	-12	nt	-6	28
COCCOC(=O)/C(=C/c1ccc(OC(=O)c2ccccc2)cc1)C(C)=O	nt	-8	-1	4	-11	-2	nt	-0.3	nt	-3
NC(=O)c1cccc(-c2ccnc3c2CC(C(=O)NCc2ccco2)O3)c1 (configuration not stated)	0.4	3	nt	nt	nt	nt	-8	1.3	10	nt
Cc1ccc(C2=NOC3(CC(=O)N(c4ccc(C)cc4)C3=O)C2)cc1 (configuration not stated)	0.7	-2	8	3	-5	-11	-12	-0.4	2	8
CC(Sc1nncs1)C(=O)NC1CCCCC1C (configuration not stated)	0.5	9	-5	1	3	10	-5	i	4	6
Cc1ccc(-c2nc(SCC(=O)c3c(N)n(C4CC4)c(=O)[nH]c3=O)n[nH]2)cc1	0.5	-8	4	nt	5	-13	-17	4.2	0	nt
O=C(Cn1cncn1)N/N=C/c1ccncc1	1.3	0	0	0	4	i	4	-1.1	0	-16
COc1ccc(Nc2ncnc3sc(C)cc23)cc1	-12	-9	6	0	-11	-9	nt	-0.3	nt	-10
CSc1ccccc1NC(=O)CN(C)C(=O)COc1ncnc2ccccc12	-0.5	2	-1	nt	1	-6	14	i	3	nt
Cc1ccc(NC(=S)N/N=C2\CC3CC=CC23)c(C)c1 (configuration not stated)	0.8	-1	1	3	-14	nt	9	i	-13	-5
O=C(CSc1ncn[nH]1)NNC(=O)c1ccccc1	2.2	-1	9	nt	0	3	-1	1.2	0	nt
CCC(C)CCN1C(Nc2ccccc2)=NC[C@@H]1C (some centres not stated)	2.0	-2	-3	-2	-2	-12	-2	-4.5	-4	13
COc1ccc(OC)c(C(=O)CSc2nc3cccnc3n2C)c1	nt	12	-11	5	3	5	13	-0.4	-5	-5
Nc1nc(-c2cccnc2)nn1C(=O)CCc1ccccc1	nt	0	-6	-3	4	-8	-2	-0.3	-5	nt
O=C(OCC(=O)N1CCCc2ccccc21)c1cc(Br)ccc1O	0.6	-3	7	nt	3	-2	0	-0.7	-4	nt
COc1ccc(C(=O)OCc2nnc(-c3ccccc3)o2)cc1S(=O)(=O)N1CCOCC1	1.4	11	-15	nt	-6	-10	-9	-0.6	4	nt
Cc1nn(S(=O)(=O)c2cccc([N+](=O)[O-])c2)c(C)c1S(=O)(=O)N1CCOCC1	2.8	0	0	-2	8	-6	13	-12	-12	-2
C=CC[C@@H](CC(=O)N[C@H](CO)Cc1ccccc1)C(=O)NCCOC(=O)[C@@H](CC=C)CC(=O)OC(C)(C)C	0.0	10	4	nt	10	2	5	1.0	2	nt
COc1ccc(S(=O)(=O)N2CCN(c3ccc(F)cc3)CC2)cc1OC	0.9	0	2	-2	-5	-3	7	-4.1	4	5
CC1(C(=O)NS(=O)(=O)c2cccc(C#N)c2)CCN1C(=O)C1(c2ccc(Cl)cc2)CCC1 (configuration not stated)	-1.4	12	nt	nt	nt	nt	-6	-0.2	-6	nt
Cc1ccc(C(=O)N/C(=C\c2ccccc2)C(=O)NCC2CCCO2)cc1 (configuration not stated)	nt	-2	-8	0	-6	-3	3	-1.1	-6	-3
O=C(Cn1cnc2c(OCc3ccccc3)ncnc21)NCCCn1ccnc1	0.0	3	-4	nt	-9	-6	6	i	4	nt
Cc1cc(C(=O)Nc2cccc(S(=O)(=O)N3CCOCC3)c2)c2ccccc2n1	0.2	2	-6	nt	4	4	35*	1.3	-3	nt
Cc1cc(C(F)(F)F)n2nc(-c3cnn(C)c3C(F)(F)F)c(Cl)c2n1	nt	-15	2	2	5	6	8	-0.3	-1	12
C/C(=N\NC(=O)CNc1cccc(C(F)(F)F)c1)c1ccc(Br)cc1	nt	-3	-2	1	-12	nt	20	-0.3	-2	-17

Next section:
SMILES	TcdB GH inh	Yp Topo-I inh	Rv3671c inh	SARS 3CLpro inh	MazF activator	PriA SSB inh	CCHF vOTU inh	Vc quorum ag	PrPC TRFRET	DUSP3 inh
COc1cccc(-n2c(CCn3nc(C)c([N+](=O)[O-])c3C)n[nH]c2=S)c1	1.9	3	-3	1	-18	-11	-9	i	-4	0
CC1CCCC(C(=O)O)N1C(=O)CCSSCCC(=O)N1C(C)CCCC1C(=O)O (configuration not stated)	nt	2	-10	-3	1	-18	-3	1.6	-4	22
Cc1csc2cc(-c3cccc([N+](=O)[O-])c3)c(-c3cccc([N+](=O)[O-])c3)c[n+]12	nt	-6	8	-1	-14	2	4	-0.2	-18	-8
COc1ccccc1NS(=O)(=O)c1ccc(C(=O)NCCCn2ccnc2)cc1	0.4	-8	6	nt	-1	-7	7	0.5	-1	nt
COc1cccc(-n2nc(C(=O)Nc3ccc4c(c3)OCO4)c3ccccc3c2=O)c1	nt	28	-5	-1	9	2	nt	0.8	nt	6
CC(Cc1ccccc1)NC(=O)/C=C/c1ccc(Cl)cc1 (configuration not stated)	1.7	10	0	3	7	-12	-8	-0.1	12	-9
COc1cccc(SCc2noc(C(=O)NCCN(C)C)c2C(=O)NCCN(C)C)c1	nt	-7	1	nt	0	-2	7	2.4	-4	nt
CCn1c(N)nc2c1c(=O)n(C)c(=O)n2C	0.4	-2	2	-1	-3	-14	4	-0.3	-6	-5
COc1ccc([C@@H](C)NC(=O)c2ccc3oc(C(C)C)nc3c2)cc1	1.0	4	-5	0	14	-4	-6	-7.1	11	-2
CC1(C)CC(=O)C=C(NCCN2CCN(C(=O)Nc3ccc(Cl)cc3)CC2)C1	nt	-2	-2	-1	5	-23	-3	-0.5	0	15
COc1ccc(Cl)cc1C(=O)N1CCC2(CC1)CC(=O)c1ccccc1O2	2.5	27	0	nt	3	0&-5	0	-0.7	-6	nt
CCOc1ccc(S(=O)(=O)N2Cc3ccccc3CC2C(=O)NCCCn2ccnc2)cc1 (configuration not stated)	nt	4	2	2	-2	-6	-7	-0.4	-9	12
CCOC(=O)N1CCN(c2ccc([N+](=O)[O-])cc2)CC1	nt	11	6	2	-4	-20	22	-0.4	-24	7
CCOC(=O)c1ccc(-c2ccc(/C=N/NC(=O)CN(c3ccccc3Cl)S(C)(=O)=O)o2)cc1	nt	12	6	0	-77	nt	-3	-4.5	-4	21
Cc1sc2nc(SCc3ccccc3)n(Cc3ccco3)c(=O)c2c1C	nt	11	-5	0	-4	-3	-10	-1.0	-3	17
Fc1cccc(Cc2noc(CN3CCCCC3c3ccccn3)n2)c1 (configuration not stated)	1.2	18	1	7	11	-4	-7	-0.4	1	15
COc1ccc(CNC(=O)c2ccc(-c3ccc(F)c(F)c3)c3ccoc23)cc1OC	0.7	33	nt	nt	nt	nt	2	-0.3	13	nt
CCC(=O)NC(=S)Nc1ccc(NC(=O)c2ccc([N+](=O)[O-])cc2)cc1	nt	-10	-39	0	2	-1	-7	-0.2	-22	8
CC(C)(C)NCC(=Cc1ccccc1)C(=O)c1ccccc1	0.4	6	nt	nt	6	-12	2	-0.8	24	nt
CCn1c(=S)sc2c(=O)n(CC(=O)Nc3cccc(OC)c3)c(C)nc21	2.2	-3	2	-6	4	-2	-16	-0.2	2	17
CCCOC(=O)c1ccc(-c2c(C)noc2-c2ccc(OC)cc2O)o1	nt	20	-14	2	-8	-7	16	7.7	-1	6
Cc1ccc(NC(=O)CN2C(=O)C(C)Oc3ccccc32)nc1 (configuration not stated)	0.5	9	11	-6	1	-9	nt	-0.2	nt	-7
Cc1c2cnn(CC(=O)N3CCC4(CC3)OCCO4)c(=O)c2c(C)n1Cc1ccccc1Cl	-0.2	24	-3	2	-4	8	-3	-2.0	4	-18
COc1cc(C(O)C(=O)O)ccc1O (configuration not stated)	-8.5	-2	-3	nt	-4	-5	4	i	7	nt
O=C(CN1CCN(Cc2ccc3c(c2)OCO3)CC1)c1c[nH]c2ccccc12	nt	-1	-2	-1	3	-12	3	i	-9	10

The closing five records of the section above are carried over, then new ones follow:
SMILES	TcdB GH inh	Yp Topo-I inh	Rv3671c inh	SARS 3CLpro inh	MazF activator	PriA SSB inh	CCHF vOTU inh	Vc quorum ag	PrPC TRFRET	DUSP3 inh
CCCOC(=O)c1ccc(-c2c(C)noc2-c2ccc(OC)cc2O)o1	nt	20	-14	2	-8	-7	16	7.7	-1	6
Cc1ccc(NC(=O)CN2C(=O)C(C)Oc3ccccc32)nc1 (configuration not stated)	0.5	9	11	-6	1	-9	nt	-0.2	nt	-7
Cc1c2cnn(CC(=O)N3CCC4(CC3)OCCO4)c(=O)c2c(C)n1Cc1ccccc1Cl	-0.2	24	-3	2	-4	8	-3	-2.0	4	-18
COc1cc(C(O)C(=O)O)ccc1O (configuration not stated)	-8.5	-2	-3	nt	-4	-5	4	i	7	nt
O=C(CN1CCN(Cc2ccc3c(c2)OCO3)CC1)c1c[nH]c2ccccc12	nt	-1	-2	-1	3	-12	3	i	-9	10
CCOC(=O)C1C2c3ccccc3O[C@@]1(C)N=C1SCC(=O)N12 (some centres not stated)	2.0	4	6	-1	11	-1	1	i	4	3
CC(C)(C)c1ccc(C(=O)N2CCC(C(=O)c3ccccc3)CC2)cc1	0.9	15	-3	1	6	-20	4	1.4	3	4
COc1ccc(NC(=O)CSc2nccn2Cc2ccc(F)cc2)cc1	-0.3	14	1	1	4	13&14	4	-0.3	10	18
COc1ccc(CN(C(=O)CNC(=O)c2ccco2)C(C(=O)NCC2CCCO2)c2ccc(OC)c(OC)c2)cc1 (configuration not stated)	1.2	5	3	-1	4	4	-2	-2.6	-2	-3
COc1cccc(C(=O)N2N=C(c3ccccc3)CC2(O)C(F)(F)F)c1 (configuration not stated)	nt	10	9	-3	-260	-23	-4	-0.3	6	-11
COc1ccc(CCNC(=O)c2ccc(-c3ccc([N+](=O)[O-])cc3)o2)cc1OC	1.1	0	-8	1	59*	5&-6	0	0.0	-21	28
Cc1ccc(-c2cc(C(=O)NCCCN3CCCC3)c3ccccc3n2)cc1C	0.6	-22	-6	-5	26	7	-55	i	-17	-20
COc1ccccc1NC(=O)C1=C(C)Nc2nnnn2C1c1cccc(Br)c1 (configuration not stated)	nt	10	-2	1	6	-11	-1	i	-2	2
O=C(NC(=S)Nc1cc([N+](=O)[O-])ccc1O)C1CC1	-2.2	4	3	-1	-3	2	28	-0.2	-27	5
COc1ccc(C(C)NC(=O)Cc2cccs2)cc1OC (configuration not stated)	-0.4	9	-6	1	0	-1	7	-1.6	-5	14
COc1ccc(Oc2c(C)oc3cc(OC(=O)N(C)C)ccc3c2=O)cc1	2.6	11	0	-1	-1	6	0	-0.6	-2	nt
COc1ccc(-c2nnc(SCC(=O)NCc3cccs3)n2CC(C)C)cc1	nt	23	-1	3	0	-5	27	i	8	15
COc1ccc(N(C(=O)c2cnccn2)C(C(=O)NC2CCCCC2)c2ccc(O)cc2)cc1 (configuration not stated)	0.3	3	-7	-10	-4	-23	-1	i	9	8
CC1=C(C(=O)Nc2ccccc2)S(=O)(=O)CCO1	-1.1	6	-2	0	-4	-23	-5	i	-2	0
N#C/C(=C/c1ccc(-c2cc([N+](=O)[O-])ccc2Cl)o1)C(N)=O	0.3	-10	-2	5	-7	-10	4	3.2	0	32
CCOC(=O)c1cc(NC(=O)N2CCOCC2)c(C)nc1C	nt	-1	-1	-2	-6	-8	5	-0.3	-7	5
c1coc(CNc2nc3nonc3nc2NCc2ccco2)c1	nt	-6	-10	1	7	-14	-2	-0.2	0	-15
CC(C)n1cc(/C=N\NC(=O)c2cc3c(ccc4ccccc43)o2)c2ccccc21	nt	-9	nt	4	-25	nt	-2	i	1	10
COCCn1c(SCC(=O)NC(=O)NC2CCCC2)nc2ccccc2c1=O	0.5	3	0	nt	-9	-10	7	-0.3	-7	nt
Cc1nnc(SCc2cc([N+](=O)[O-])cc3c2OCOC3)[nH]c1=O	1.3	-5	-13	-2	4	-6	-2	4.8	-1	-18
CSc1nsc(SCC(=O)Nc2cccc(C(C)=O)c2)n1	nt	-4	3	2	-4	-17	-1	-5.6	-4	-2
Cc1ccc(NC(=O)/C(=C\c2cccnc2)NC(=O)c2ccccc2)cc1	0.9	11	-1	-1	5	-17	17	-0.8	-6	15
Cc1ccc(-c2nnc(SCC#N)n2N)cc1	nt	6	2	-3	-1	-10	8	-0.8	4	4

The list is partial. The share of hits here may be higher or lower than overall.
